Assay outcomes from PubChem.
Granule exo inh = lytic granule exocytosis inhibition; inhibition, % at 10 µM; TALL-104 LAMP-1 surface exposure, flow cytometry; cells stimulated with thapsigargin and PMA; AID 651702; 360,000 compounds, 0.66% hits;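 active = inhibition above about 55%, limit read from the data; inconclusive = no clear call, values can overlap the other calls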
CaV13 ICDI inh = Primary screen for inhibitors of IQ motif and Ca2+-dependent inactivation inhibitor domain binding in CACNA1D, Förster resonance energy transfer in living cells, …. HEK cells, CFP/YFP FRET ICDI-IQ, plate reader, 10 min; percent FRET-ratio fall versus neutral wells. inhibition, % at 12.3 µM. 340,000 compounds, 0.098% hits. AID 743397;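 active = mean replicate inhibition of at least 30% and at least 1% of replicates passing that level; inconclusive = only one of the two criteria is met; inactive = neither criterion is met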;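 note: 0% = median of the neutral control wells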
Glyco luc inh = blocks N-linked glycosylation in D54 reporter cells | 360,000 compounds, 0.23% hits | AID 588692 | reporter increase, % at 12.5 µM | D54 ERlucT glycosylation luciferase reporter, 24 h; percent of 100 nM tunicamycin response;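 active = mean luciferase reporter signal, scaled so untreated is 0 and the glycosylation-blocking control 100, at or above a set limit in every replicate; inconclusive = mean reaches the limit but not every replicate does; inactive = mean below the limit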;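 note: luciferase carries N-glycosylation sites so blocking glycosylation raises the light; 0% = median of neutral control wells and 100% = median of 100 nM tunicamycin wells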
H9c2 protect = modulators protecting cardiomyocytes from myocardial damage | H9c2 cardiomyocytes, H2O2 injury protection, ATPLite, 2 h | protection from H2O2 cell death, % at 20 µM | 360,000 compounds, 0.63% hits | AID 588492;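 active = compounds giving at least 50% protection of heart cells from peroxide-induced death in the single-dose screen, raw or plate-pattern-corrected value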;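 note: 0% = DMSO wells with peroxide and 100% = DMSO wells without peroxide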
MC4R antag cAMP = antagonists of human melanocortin 4 receptor (MC4R) | P32245 | MC4R-expressing cells, MTII-stimulated cAMP, LANCE TR-FRET | 360,000 compounds, 0.48% hits | inhibition, % at 6.5 µM | AID 540295;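 active = inhibition above its plate's cutoff, the mean of tested wells on that plate plus 3 SD, cut at about 29% in these data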;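 note: 0% = Melanotan II alone and 100% = Melanotan II plus saturating MCL0020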
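material = U2OS cells stably expressing human melanocortin 4 receptor (MC4R) | also added = Melanotan II challenge | dosing = single nominal compound dose of 6.5 µM | detection = TR-FRET with Eu-cAMP and labeled anti-cAMP, 671 nm | replication = singlicate | timing = compound 30 min, challenge 1 h, detection 1 h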
PDI turbidity = inhibitors of human protein disulfide isomerase; P07237; PDI insulin aggregation turbidity, A650, 90 min; inhibition, % at 10 µM; 350,000 compounds, 0.052% hits;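 active = mean inhibition across replicates of 30% or more, whatever share of single replicates reach that level; inconclusive = mean inhibition below 30% while every single replicate reaches 30%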;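 note: absorbance from insulin aggregation driven by PDI reduction with DTT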
MC4R barr agon = human MC4R agonism via beta-arrestin | P32245 | U2OS MC4R beta-arrestin complementation, luminescence; percent of melanotan II response, DMSO zero | activation, % at 8.9 µM | 360,000 compounds, 0.98% hits | AID 540308;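 active = activation above a per-plate cutoff, the mean activation of sample wells on that plate plus 3 SD, cut at about 8% in these data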
ABCB6 inh 2 = blocks the human ABCB6 transporter; Q9NP58; K562-ABCB6 porphyrin accumulation, flow cytometry, 1 h; hits give low values; fluorescence ratio to DMSO, % at 10 µM; 360,000 compounds, 0.19% hits;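 active = fluorescence ratio to DMSO below 75%, the collection mean minus 3 SD; inconclusive = too few cells collected in the well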;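 note: signal is porphyrin accumulated inside mitochondria; 100% equals median channel fluorescence of DMSO control wells; lower ratio means ABCB6 inhibition with less porphyrin fluorescence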
Target sequence (Q9NP58 whole entry, looked up): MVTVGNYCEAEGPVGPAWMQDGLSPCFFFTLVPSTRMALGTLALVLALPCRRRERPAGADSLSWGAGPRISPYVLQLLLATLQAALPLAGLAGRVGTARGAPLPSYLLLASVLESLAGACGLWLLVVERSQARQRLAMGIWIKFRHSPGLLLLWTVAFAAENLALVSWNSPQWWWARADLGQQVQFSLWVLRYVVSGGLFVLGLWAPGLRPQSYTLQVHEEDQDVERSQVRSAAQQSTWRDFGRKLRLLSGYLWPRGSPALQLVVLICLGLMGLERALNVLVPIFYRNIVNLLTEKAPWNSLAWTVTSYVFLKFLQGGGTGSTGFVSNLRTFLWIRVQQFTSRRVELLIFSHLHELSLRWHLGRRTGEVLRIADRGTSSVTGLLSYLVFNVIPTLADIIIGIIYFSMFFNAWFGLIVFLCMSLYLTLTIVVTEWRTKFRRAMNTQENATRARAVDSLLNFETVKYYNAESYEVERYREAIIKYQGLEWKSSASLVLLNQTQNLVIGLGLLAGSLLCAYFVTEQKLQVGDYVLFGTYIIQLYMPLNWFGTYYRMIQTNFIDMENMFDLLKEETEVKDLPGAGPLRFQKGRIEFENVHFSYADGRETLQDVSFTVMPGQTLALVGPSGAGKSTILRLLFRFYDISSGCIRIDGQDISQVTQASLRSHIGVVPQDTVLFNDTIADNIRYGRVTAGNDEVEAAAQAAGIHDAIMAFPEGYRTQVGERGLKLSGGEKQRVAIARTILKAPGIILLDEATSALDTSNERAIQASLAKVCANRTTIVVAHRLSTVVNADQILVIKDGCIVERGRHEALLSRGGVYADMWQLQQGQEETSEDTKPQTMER
HTR2A ag = agonists of mouse serotonin 5-HT2A receptor (HTR2A) | P35363 | activation, % at 7.6 µM | 360,000 compounds, 0.66% hits | AID 624169 | CHO-K1 mHTR2A beta-arrestin complementation, luminescence; percent of 30 µM serotonin response;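 active = activation above a run cutoff, the mean activation of all tested compounds plus 3 SD, cut at about 14% in these data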;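 note: 0% = plate median of compound wells and 100% = 30 µM serotonin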
ABHD5 PLIN5 PPI = inhibitors of human ABHD5-perilipin-5 interaction. Q00G26+Q8WTS1. Split G. princeps luciferase complementation, luminescence, 4 h. inhibition, % at 4 µM. 360,000 compounds, 0.78% hits. AID 602281;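 active = inhibition above the mean inhibition across every tested compound plus 3 SD, cut at about 22% in these data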;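 note: 0% = DMSO only wells and the 100% control is not disclosed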
Active calls of the source: *; ? = inconclusive; . = no result given.

Order of results: H9c2 protect	ABHD5 PLIN5 PPI	Granule exo inh	MC4R barr agon	PDI turbidity	MC4R antag cAMP	CaV13 ICDI inh	Glyco luc inh	ABCB6 inh 2	HTR2A ag
> COc1ccc(CC(=O)NC2CCSc3ccccc32)cc1OC (stereo unspecified)
    -2	-5	1	-2.0	-4	8	-2	0	98	-3
> CCCn1c(SCC(=O)NC2CCCCC2)nnc1-c1ccncc1
    -6	0	-3	1.9	10	-8	-5	0	97	4
> N/C(=N\OC(=O)Nc1ccccc1)c1ncc(C(F)(F)F)cc1Cl
    -18	0	-4	-2.4	-1	-2	.	1	102	-3
> COc1cccc2cc(C(=O)NCc3ccccc3)c(=N)oc12
    17	-5	5	-5.0	-3	5	-2	9	94	1
> COCCNS(=O)(=O)c1ccc(-c2ccc(S(=O)(=O)NCCOC)cc2)cc1
    -2	-4	5	-1.8	15	3	.	-1	94	1
> Cc1ccc(CNC(=O)CCCNS(=O)(=O)c2cccc3nonc23)cc1
    -4	-4	-5	-1.0	7	-2	-4	1	101	2
> Cc1nn(S(=O)(=O)c2ccc(Cl)cc2)c(C)c1Sc1ccc([N+](=O)[O-])cc1
    -9	1	-9	-1.6	-4	7	-3	-2	91	2
> CCC(=O)Nc1ccc2c(c1)ncn2-c1ccccc1
    0	-1	-8	-2.9	2	10	-3	-1	99	-1
> CCOC(=O)N1CCN(C(=O)C2CCC(CNS(=O)(=O)c3ccccc3)CC2)CC1 (stereo unspecified)
    0	-6	3	-1.6	-8	7	.	-4	105	-5
> O=C(NCc1ccncc1)[C@@H]1CCCN1C(=O)[C@H]1CCCN1C(=O)c1cccs1
    .	3	-5	.	.	.	-6	.	96	9
> O=C(Nc1cccnc1)c1ccc(Cl)c(S(=O)(=O)N2CCc3ccccc32)c1
    25	-1	0	-1.6	-4	-1	-19	2	94	1
> Cc1nc2ccccc2n1S(=O)(=O)c1ccc(S(=O)(=O)N2CCCCCC2)cc1
    0	5	4	1.9	-4	-1	-4	0	81	1
> COC(=O)c1c(C)[nH]c(O)c1C=Nc1ccc(C#N)cc1
    18	-5	-4	-1.6	2	-5	-6	3	107	1
> CCOC(=O)COc1ccccc1/C=N\NC(=O)c1cc2c(ccc3ccccc32)o1
    50	-1	40	0.9	5	2	-3	3	105	-2
> CCCOc1ccc2cc(C(=O)NCc3ccccc3)c(=O)oc2c1
    -9	-8	-3	4.5	1	19	-1	-2	98	6
> Cc1occc1C(=O)N/N=C/c1cnn(C)c1C
    -7	4	10	-1.3	3	1	-4	0	96	-1
> COCCN(CCOC)S(=O)(=O)c1ccc(C(=O)Nc2nnc(CSC)o2)cc1
    -1	-3	0	0.6	-2	22	-7	0	101	-2
> Cc1ccc(NC(=O)C(=O)NC(C)C2COc3ccccc3O2)cc1 (stereo unspecified)
    2	-7	-5	11*	-2	-3	-7	6	97	12
> Cc1nn(C)cc1CN(C)C(=O)c1cc2nc(-c3ccco3)cc(C(F)(F)F)n2n1
    8	4	1	-1.1	-3	4	.	-1	115	-5
> CCOC(=O)c1c(NC(=O)C2CCCCC2)sc2c1CCN(CC)C2
    26	-2	11	6.4	.	0	-7	-8	94	-5
> Cc1cc(C)n2nc(SCC(=O)Nc3ccccc3C)nc2n1
    -4	-1	-8	-0.2	-4	-1	-3	1	107	-8
> CC(C)(C)NC(=O)NC(=O)COC(=O)C1CCN(S(=O)(=O)c2cccs2)CC1
    6	1	2	-2.5	-7	7	-3	0	100	2
> Fc1ccc(-c2nc3n(n2)Cc2ccccc2-3)cc1
    -22	-1	2	1.3	-6	6	1	-12	95	-2
> COc1ccc(Cl)cc1N(CC(=O)Nc1ccccc1C(=O)NCc1ccco1)S(C)(=O)=O
    8	1	0	-0.8	2	-1	.	-2	102	3
> CC1C(C#N)=C(N)OC2=C1C(=O)CC(C)(C)C2 (stereo unspecified)
    -5	0	4	-0.6	-5	-1	-6	3	97	1
> CCCCCc1c(C)c(C#N)c2nc3ccccc3n2c1-n1ccnc1C
    2	-1	3	0.5	1	10	-6	-3	101	2
> CCCCSc1nc(C)cc(SCC(=O)N/N=C/c2cccc(OC)c2O)n1
    52*	-5	5	1.0	-1	0	-6	-7	104	1
> Cc1ccc(/C=C/c2nnc(-c3ccc(C)cc3)o2)cc1
    -7	-3	0	0.6	-18	12	.	-1	98	0
> COc1ccccc1-c1ccc(C(=O)O)o1
    13	18	3	-0.9	-2	2	.	1	91	-2
> c1ccc2nc(-c3ccc(N4CCOCC4)cc3)ccc2c1
    -12	-1	0	7.4	-10	11	-5	-19	93	-2
> CN(CC(=O)NCc1ccncc1)S(=O)(=O)c1ccccc1
    3	8	2	-0.3	-4	5	-7	0	96	1
> O=C(NCCN1CCOCC1)c1ccccc1-c1ccccc1
    -1	-4	0	-0.1	-1	1	-4	0	104	2
> COc1ccc2c(c1)CC/C(=C/c1ccco1)C2=O
    -25	0	10	0.4	-9	-1	-4	-10	103	0
> CCN(CC)c1ccc(C2Nc3cccc4cccc(c34)N2)cc1
    -12	-2	18	-0.8	-14	7	-7	-1	109	2
> O=C(N/N=C/c1ccc2c(c1)OCO2)/C(=C/c1ccc2c(c1)OCO2)NC(=O)c1ccccc1
    4	8	-3	-0.3	9	16	.	-1	113	-3
> CCCCSC1(SCCCC)N=C(N)C2(C#N)C(c3ccccc3)NC(C)=C(C)C12C#N (stereo unspecified)
    -12	-6	-4	2.7	0	9	.	1	85	-1
> Cc1ccc(NC2Sc3ccccc3NC2=O)cc1Cl (stereo unspecified)
    -11	-9	0	2.4	-3	8	-5	-1	99	8
> CCN1CCN(c2nc(Nc3cccc(C)c3)nc(N)c2[N+](=O)[O-])CC1
    1	4	-2	-0.5	-19	1	-10	-6	99	-6
> O=C(NC1CCN(S(=O)(=O)c2ccc(F)cc2)CC1)c1cccnc1
    -3	5	-5	-0.9	7	6	-7	3	98	11
> CCOC(=O)C(C)n1cnc2c(nnn2-c2ccc(F)cc2)c1=O (stereo unspecified)
    9	5	0	-0.1	.	1	-2	-2	99	-2
> CCc1nc2cccnc2n1-c1ccc(C(=O)O)cc1
    1	-5	12	-0.2	-5	-6	-3	-1	97	-7
> Nc1nnc(SCC(=O)NC2CCCC2)s1
    -3	2	0	-1.3	2	4	-8	0	93	1
> CCCCNC(=O)C1CC(c2cccc(F)c2)=NO1 (stereo unspecified)
    -2	-2	-2	-1.4	-1	13	-9	0	87	-1
> CC(C)N1CCN(c2ccc(OC[C@H]3CO[C@](Cn4cncn4)(c4ccc(Cl)cc4Cl)O3)cc2)CC1
    -15	0	3	1.9	4	0	-5	-1	107	-8
> O=C1CCCCCN1C(=O)c1cccc(C(=O)N2CCCCCC2=O)c1
    6	5	1	0.0	-1	6	-7	0	98	2
> CCCN(C)C1CN(Cc2cn(Cc3ccc(Cl)cc3)nn2)S(=O)(=O)C1 (stereo unspecified)
    .	0	-4	.	.	.	-9	.	99	-6
> CCc1nnc(NC(=O)C2CCN(c3nccc(C)n3)CC2)s1
    -1	-6	2	-1.2	-5	7	-5	1	101	-1
> Cc1ccccc1C(=O)Nc1nnc(-c2ccncc2)o1
    -6	6	-3	-2.7	1	6	-2	1	95	5
> Cc1ccc(C2=CC(c3ccc(N(C)C)cc3)n3nnnc3N2)cc1 (stereo unspecified)
    -19	-1	1	4.8	.	11	-17	0	97	-7
> CC(C)N(C(=O)CN1CCN(C(=O)C2COc3ccccc3O2)CC1)C(C)C (stereo unspecified)
    0	-4	-3	-1.2	-8	6	-2	-4	97	1

Next results follow:
Order of results: H9c2 protect	ABHD5 PLIN5 PPI	Granule exo inh	MC4R barr agon	PDI turbidity	MC4R antag cAMP	CaV13 ICDI inh	Glyco luc inh	ABCB6 inh 2	HTR2A ag
> COc1ccc(-c2c(N)cnc(C(=O)O)c2C)c(OCc2ccccc2)c1OC
    7	3	-2	-0.2	22	-5	-17	1	99	-1
> O=C(COC(=O)c1ccco1)NCc1cccs1
    3	-5	7	0.9	-9	11	-6	1	102	-2
> COc1ccc(NC(=O)COC(=O)/C=C/C(=O)OCC(=O)Nc2ccc(OC)c(Cl)c2)cc1Cl
    -2	7	1	-0.2	-6	19	-3	?	99	4
> COc1ccc(CN2C[C@@H](CO)O[C@@H](n3cnc4c(NCc5ccncc5)ncnc43)C2)cc1
    3	14	6	1.5	0	9	-10	2	94	6
> Cc1nc(N2CCOCC2)nc(Oc2ccccc2)c1[N+](=O)[O-]
    -5	-4	-4	-0.9	11	4	-4	-3	95	3
> CCOC(=O)C(C(=O)NCCCN1CCOCC1)C1CCCCC1 (stereo unspecified)
    -5	-4	3	-1.6	-11	2	-2	-2	92	6
> c1ccc(-c2cnc(-c3cccnc3)o2)cc1
    -8	0	-1	-1.3	15	4	.	3	101	-2
> CN=C(C)/C(C(=O)OC)=C(/O)c1c(F)cccc1F
    -1	12	11	-1.7	-1	2	-4	0	103	12
> O=C(COc1cccc(C(F)(F)F)c1)NNC(=O)c1ccc(=O)[nH]c1
    1	-13	-2	-2.6	9	7	-7	2	99	-2
> CCOc1ccc(CC(=O)OCc2cc(=O)n3cc(Br)ccc3n2)cc1
    -7	4	-2	-1.7	-3	-2	0	2	96	0
> Cc1cccc(C)c1NC(=O)CN(C)C(=O)CN1C(=O)NC2(CCCC2)C1=O
    0	4	-6	-2.8	6	3	-17	-1	99	4
> Cc1cc(C)cc(NC(=S)NCCN(C2CCCCC2)C2CCCC2)c1
    6	-1	-3	1.8	-3	-6	-2	0	98	-7
> CC(C)(C)c1ccc(OCC(O)CN(CCO)CC(O)Cn2ccc3ccccc32)cc1 (stereo unspecified)
    -11	2	7	4.1	5	1	1	-3	101	-4
> Cc1cc(C)cc(NC(=O)CCCn2nc(C)c3c(C)n(-c4ccccc4)nc3c2=O)c1
    -1	5	-2	-0.3	4	5	-3	2	98	2
> CCS(=O)(=O)n1nc(-c2ccccc2)nc1NCc1ccco1
    4	5	1	1.6	7	4	-5	0	96	-2
> O=C1N/C(=N\N=C\c2ccccn2)SC1Cc1cccc(SC(F)F)c1 (stereo unspecified)
    32	-4	2	-5.5	3	-1	-4	-2	107	0
> COc1ccc([N+](=O)[O-])cc1N(CC(=O)NCC1CCCO1)S(C)(=O)=O (stereo unspecified)
    -1	3	-2	-1.5	0	-1	-5	4	99	0
> NC(=O)C(C1=CCCCC1)c1ccccc1 (stereo unspecified)
    -13	-6	20	-0.9	8	2	-5	0	91	1
> Cc1nc(SCC(=O)N2CCNC2=O)c2ccccc2n1
    10	-6	11	-0.7	-41	-1	-5	-2	95	-2
